Vif-APOBEC3G blk: Vif-A3G binding inhibition; AID 602310; HeLa A3G-eYFP + Vif (tagged APOBEC3G with the HIV-1 protein that degrades it), YFP fluorescence, overnight; actives 0.076% (n = 410,000); Potency, µM (top dose mostly 46.1 µM), for inactives: at the highest dose activity, negative = active, actives largely listed as inhibitors;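 further: on the % scale 0 is the no-effect control and ±100 the full control effect; nearly all actives have a fitted effect of over 60% in size; hits raise eYFP signal because A3G escapes Vif-driven loss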
Target sequence (Q9HC16 whole entry, looked up): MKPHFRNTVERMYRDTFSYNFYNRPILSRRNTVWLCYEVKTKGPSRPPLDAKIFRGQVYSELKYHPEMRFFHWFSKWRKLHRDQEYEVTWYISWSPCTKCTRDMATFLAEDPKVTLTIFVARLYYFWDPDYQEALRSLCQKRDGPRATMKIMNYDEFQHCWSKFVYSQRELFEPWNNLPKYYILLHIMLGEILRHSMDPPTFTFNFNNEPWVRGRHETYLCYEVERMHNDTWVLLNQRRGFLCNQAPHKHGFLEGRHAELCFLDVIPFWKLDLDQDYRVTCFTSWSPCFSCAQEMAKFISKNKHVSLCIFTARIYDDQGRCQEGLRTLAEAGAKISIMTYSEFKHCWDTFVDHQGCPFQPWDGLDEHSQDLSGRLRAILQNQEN
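Read-out is eYFP fluorescence (Ex 488/Em 500-530) from Vif-expressing HeLa A3G-eYFP cells; more signal means A3G escaped Vif-mediated degradation. Cells plated overnight, compound pinned in, incubated overnight at 37 deg C.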
Vif-APOBEC3F blk: Vif-A3F binding inhibition | HeLa A3F-eYFP + Vif (tagged APOBEC3F with the HIV-1 protein that degrades it), YFP fluorescence increase | AID 602313 | actives 0.2% (n = 390,000) | Potency, µM (series often up to 46.1 µM), for the others: at the highest dose activity, negative = active; further: % of control where 0% means no effect; nearly all actives have a fitted effect of over 65% in size
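Fluorescence increase (Ex 488/Em 500-530) after overnight compound treatment at 37 deg C flags inhibition of Vif-driven A3F-eYFP loss in stable HeLa A3F-eYFP/Vif cells seeded overnight beforehand.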
GRP78 ERSR act: induces the endoplasmic reticulum stress response in human glioma cells. U87-MG GRP78 promoter luciferase reporter, 16 h. Potency, µM, inactives show top-dose activation, hits mostly activators. actives 0.02% (n = 420,000); further: series mostly up to about 76 µM; % of control where 0% means no effect; nearly all actives have a fitted effect of over 35% in size
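Stably transfected U87-MG glioma cells carrying a GRP78-based luciferase sensor; 16 h compound incubation. Luminescence end-point read 10 min after Bright-Glo addition at room temperature.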
Numbers without * were called inactive; ? = inconclusive; & = joins results of further samples. The call rests on the fitted dose curve; in most records, active means well fitted curve in the direction sought with a large enough effect; inconclusive means small, poorly fitted or top-dose-only effect, or another doubt; inactive means no such curve, though single readings can be large; an effect the other way counts as inactive or inconclusive. Potency means the concentration at half of the fitted maximal effect. A portion of the library; the hit share may differ from the screen's.

The first 13 entries as a preview:
SMILES	Vif-APOBEC3G blk	Vif-APOBEC3F blk	GRP78 ERSR act
COc1ccc(NC(=O)N(C)C[C@H]2Oc3c(NC(=O)Nc4c(C)noc4C)cccc3C(=O)N([C@H](C)CO)C[C@@H]2C)cc1	0%	-3%	-1%
COc1cccc(OC)c1C(=O)OCc1c(-c2ccccc2)ncc2ccccc12	-5%	5%	1%
C[C@@H]1[C@H](c2ccccc2)Oc2ccc(Cl)cc2S(=O)(=O)N1CC1CCCN1C(=O)OC(C)(C)C (stereo partly specified)	-1%	0%	-2%
CC(C)=CCOc1ccc([C@@H]2COc3c(ccc4c3C=CC(C)(C)O4)C2)c(O)c1	-11%	-2%	-6%
O=C(Nc1ccccc1)c1nc[nH]c1C(=O)NCCCNC(=O)c1[nH]cnc1C(=O)Nc1ccccc1	1%	7%	-4%
COCCCNC(=O)C[C@H]1C[C@H](C(=O)N2CCOCC2)[C@@]2(C)c3[nH]c4cc(CCC(=O)N(C)C)ccc4c3CCN2C1=O	-1%	4%	-5%
CC[C@]12c3[nH]c4ccccc4c3CCN1C(=O)C(CC(=O)NCCCn1ccnc1)C[C@@H]2C(=O)N1CCN(C(=O)C2CC2)CC1 (stereo partly specified)	1%	-9%	-1%
COc1ccccc1-c1sc2ccccc2c1C#Cc1ccc(N(C)C)cc1	0%	0%	0%
COc1ccc([C@H]2/C=C\CN(S(C)(=O)=O)[C@@H](C)C(=O)N2Cc2ccc(F)cc2)cc1	4%	0%	-4%
c1ccc2c(C[C@@H]3CNCCN3CCCCC3CCCCC3)cccc2c1	-22%	1%	-2%
COc1ccc(CC(=O)N[C@@H]2c3cc(OC)c(OC)cc3C[C@H]2OCc2ccccc2)cc1	-6%	0%	-1%
C[C@H](CO)N1C[C@H](C)[C@@H](CN(C)Cc2ccc3c(c2)OCO3)Oc2ccc(NC(=O)Cn3cnnn3)cc2C1=O	0%	-8%	4%
O=[N+]([O-])c1cccc(COc2ccc(CN3CCCCC3)cc2)c1	-1%	3%	1%

The whole of this part (from the top)
SMILES	Vif-APOBEC3G blk	Vif-APOBEC3F blk	GRP78 ERSR act
COc1ccc(NC(=O)N(C)C[C@H]2Oc3c(NC(=O)Nc4c(C)noc4C)cccc3C(=O)N([C@H](C)CO)C[C@@H]2C)cc1	0%	-3%	-1%
COc1cccc(OC)c1C(=O)OCc1c(-c2ccccc2)ncc2ccccc12	-5%	5%	1%
C[C@@H]1[C@H](c2ccccc2)Oc2ccc(Cl)cc2S(=O)(=O)N1CC1CCCN1C(=O)OC(C)(C)C (stereo partly specified)	-1%	0%	-2%
CC(C)=CCOc1ccc([C@@H]2COc3c(ccc4c3C=CC(C)(C)O4)C2)c(O)c1	-11%	-2%	-6%
O=C(Nc1ccccc1)c1nc[nH]c1C(=O)NCCCNC(=O)c1[nH]cnc1C(=O)Nc1ccccc1	1%	7%	-4%
COCCCNC(=O)C[C@H]1C[C@H](C(=O)N2CCOCC2)[C@@]2(C)c3[nH]c4cc(CCC(=O)N(C)C)ccc4c3CCN2C1=O	-1%	4%	-5%
CC[C@]12c3[nH]c4ccccc4c3CCN1C(=O)C(CC(=O)NCCCn1ccnc1)C[C@@H]2C(=O)N1CCN(C(=O)C2CC2)CC1 (stereo partly specified)	1%	-9%	-1%
COc1ccccc1-c1sc2ccccc2c1C#Cc1ccc(N(C)C)cc1	0%	0%	0%
COc1ccc([C@H]2/C=C\CN(S(C)(=O)=O)[C@@H](C)C(=O)N2Cc2ccc(F)cc2)cc1	4%	0%	-4%
c1ccc2c(C[C@@H]3CNCCN3CCCCC3CCCCC3)cccc2c1	-22%	1%	-2%
COc1ccc(CC(=O)N[C@@H]2c3cc(OC)c(OC)cc3C[C@H]2OCc2ccccc2)cc1	-6%	0%	-1%
C[C@H](CO)N1C[C@H](C)[C@@H](CN(C)Cc2ccc3c(c2)OCO3)Oc2ccc(NC(=O)Cn3cnnn3)cc2C1=O	0%	-8%	4%
O=[N+]([O-])c1cccc(COc2ccc(CN3CCCCC3)cc2)c1	-1%	3%	1%
CCN(CC)CCCN1C=C2C(=O)C(C)(OC(=O)CCC(=O)OC)C(=O)C(Br)=C2C=C1c1ccc(OC)cc1 (stereo unspecified)	6%	-1%	-4%
COc1ccccc1[C@H]1C(c2cccc(C)c2)=NN(c2ccccc2)[C@@H]1CO	-7%	-17%	6%&-5%
CCOc1ccc(C2C(C(=O)NC)=C(C)Nc3nc4ccccc4n32)cc1OC (stereo unspecified)	6%	5%	-2%
Cc1ccc(Cn2c(CCNc3nc(-c4ccc(Cl)c([N+](=O)[O-])c4)cs3)nc3cc(Cl)c(Cl)cc32)cc1	0%	-11%	-2%
NC(Cc1c[nH]c2ccccc12)C(=O)Nc1ccccc1 (stereo unspecified)	-2%	3%	2%
CC(C)C[C@@H](CNCC(=O)[C@H](C)NC(=O)c1[nH]cnc1C(=O)N[C@@H](C)CN)NC(=O)c1nc[nH]c1C(=O)N[C@@H](CC(=O)O)C(=O)O	0%	3%	-5%
C=CC[C@@H](CC(=O)N[C@H](CO)Cc1ccccc1)C(=O)N[C@H](COC(=O)[C@@H](CC=C)Cc1ccc(F)cc1)C(C)(C)C	-1%	-1%	-2%
CCOC(=O)N1CCc2c(sc(NC(C)=O)c2C(N)=O)C1	-3%	0%	-3%
O=c1[nH]c(Nc2ccccc2Cl)cc2ccccc12	-7%	-1%	1%
NC(=O)C1=C[C@@H](C2CCCCC2)C[C@@H](OCc2ccc(CO)cc2)O1	0%	-1%	-1%
CCOC(=O)CN1C(=O)N[C@@H](c2ccccc2)[C@H](C(C)=O)[C@H]1C	0%	0%	-2%
O=C1OCCN1C(=O)[C@H]1[C@H](c2ccc(Cl)cc2)C(c2ccc(F)cc2)=NN1c1ccccc1	-3%	0%	-2%&-8%
CC(C)(C)S(=O)N1Cc2cc(CO)cc(-c3ccccc3)c2[C@H]1CCO (stereo partly specified)	-1%	-13%	-2%
O=c1[nH]cnc2c1ncn2C1OC(CO)C(O)C1O (stereo unspecified)	-3%	0%	-2%&-2%&-4%&-1%
C[C@@H]1CN([C@@H](C)CO)C(=O)c2cc(NC(=O)Nc3ccc(F)cc3)ccc2O[C@@H]1CN(C)Cc1ccc(Oc2ccccc2)cc1	-10%	-2%	-1%
COCOc1ccc(C=O)cc1OCOC	3%	3%	-2%
COC(=O)C1=C[C@@H](C(=O)OC)C2C3=C(C(=O)C24CCCCC4)[C@H](C)n2c(=O)n(C)c(=O)n2[C@@H]3C1 (stereo partly specified)	1%&1%	2%	-3%&-5%
CC(C)(C)OC(=O)N1CCN(Cc2ccc(F)c(B(O)O)c2)CC1	-4%	-5%	1%
CCCC[C@@H]1C=C(C(=O)O)[C@H](c2ccc3c(c2)OCO3)N1S(=O)(=O)c1ccc(C)cc1	-1%	2%	-3%
CC(C)(C)OC(=O)C[C@@H]1C/C=C\C[C@H](CC(=O)N[C@H](CO)Cc2ccccc2)C(=O)N[C@H](C(C)(C)C)COC1=O	-2%	3%	-1%
CC(C)NC(=O)Nc1ccc2c(c1)C(=O)N([C@H](C)CO)C[C@H](C)[C@@H](CN(C)S(=O)(=O)c1cccs1)O2	2%	3%	-1%
Cc1oc(-c2cccs2)nc1CNC[C@H]1O[C@@H](n2cnc3c(N)ncnc32)[C@H](O)[C@@H]1O	0%	7%	-4%
CN1CCC2CC1c1cc(-c3ccc(C(F)(F)F)cc3)ccc12 (stereo unspecified)	-1%	-3%	-3%
O=c1c2ccccc2oc2c1oc1ccccc12	-1%	8%	2%
CCN(C[C@H]1N[C@@](Cc2ccccc2)(C(=O)OC)[C@H]2C(=O)N(Cc3ccccc3)C(=O)[C@@H]12)C(=O)Nc1ccc(F)cc1	-9%	-4%	-3%
N#Cc1ccc(N[C@@H]2CCN3C(=O)c4ccccc4[C@@H]3C[C@H]2O)cc1	-5%	4%	-2%
O=S1(=O)N[C@@H](Cc2ccccc2)COc2cc(Br)ccc21	-8%	-14%	-4%
C[C@H](CO)N1C[C@H](C)[C@@H](CN(C)C(=O)Nc2ccc3c(c2)OCO3)Oc2c(NS(=O)(=O)c3ccc(F)cc3)cccc2C1=O	1%	-3%	-3%
C=CCC[C@@H](Cc1ccc(F)cc1)C(=O)OC[C@@H](NC(=O)[C@H](CC=C)CC(=O)N(CCO)Cc1ccccc1)c1ccccc1	-11%	4%	-3%
CN(C)C(=O)CCc1ccc2c3c([nH]c2c1)[C@]1(CCC2CCCC2)[C@@H](C(=O)N2CCOCC2)C[C@H](CC(=O)NCCN2CCOCC2)C(=O)N1CC3	0%	-2%	-3%
C=CCN1CCS(=O)(=O)N(Cc2ccccc2)[C@@H](C(C)C)C1=O	4%	-1%	1%
CN(C)C(=O)CCc1ccc2c3c([nH]c2c1)[C@]1(C)[C@@H](C(=O)N2CCOCC2)C[C@H](CC(=O)NCCN2CCOCC2)C(=O)N1CC3	0%	0%	-3%
C[C@@H]1C(c2cccc(Cl)c2)=NN(c2ccc(Br)cc2)[C@H]1C(=O)N1CCOC1=O	-8%	-4%	-2%&-7%
C#CCOCCOCCOCCNc1nc(N2CCN(C(=O)[C@H]([C@@H](C)CC)n3cc([C@@H](N)CO)nn3)CC2)nc(N2CCN(C(=O)[C@H](CCCCN)n3cc([C@@H](N)CO)nn3)CC2)n1	1%	-1%	-5%
CCOC(=O)c1oc2cc(O)cc(O)c2c(=O)c1OCc1ccccc1	2%	0%	1%
CCCN=C1N(CC)C[C@@H]2[C@@H]3C(=O)N(Cc4ccccc4)C(=O)[C@@H]3[C@](Cc3ccccc3)(C(=O)OC)N12	-5%	-5%	-1%
CCCNC(=O)C1(CC2CC(c3ccccc3)=NO2)CCN(C(=O)C2(C)CC2)CC1 (stereo unspecified)	-3%	-1%	-3%

Next section:
SMILES	Vif-APOBEC3G blk	Vif-APOBEC3F blk	GRP78 ERSR act
COc1cc(OC)c2c(-c3cccc(-c4ccoc4)c3)cc(=O)oc2c1	?	3%	1%
COc1cc2oc3cc(C#Cc4ccc(N)cc4)ccc3c(=O)c2cc1OC	-29%	?	-8%
CC(C)=CCC/C(C)=C/CNC(=O)C[C@H]1C[C@H](C(=O)N2CCOCC2)[C@@]2(CCC3CCCC3)c3[nH]c4cc(-c5ccco5)ccc4c3CCN2C1=O	-1%	?	-2%
CCN1C(=O)[C@H]2[C@@H](c3ccc(-c4cccc(Cl)c4)c(OC)c3)N3CCCC[C@@]3(C(=O)OC)[C@H]2C1=O	-1%	-3%	-4%
CCOC(=O)C[C@H]1c2ccc(C(F)(F)F)cc2S(=O)(=O)N1C1CCCC1	2%&-2%	-1%	-2%&-1%
CCCC[C@@H]1CN=C(N)N1CCCC	0%	4%	-2%
C[C@@H]1CN([C@H](C)CO)C(=O)Cc2cc(NC(=O)Nc3ccccc3)ccc2O[C@@H]1CN(C)C(=O)Nc1ccc2c(c1)OCO2	-1%	9%	0%
CC(C)C(=O)N[C@@H]1c2ccccc2CC[C@@H]1OCc1ccccc1	0%	4%	-3%
C=CCNC(=O)c1onc(CSc2ccc(F)c(F)c2)c1C(=O)NCC=C	-4%	-1%	-1%
CC[C@H]1C(Nc2ccccc2)C[C@@H]2CCN3C(=O)CC[C@H]1[C@H]23 (stereo partly specified)	-3%	0%	-2%
CC(C)(C)S(=O)N1Cc2ccc(CO)cc2[C@@H]1CCO (stereo partly specified)	-2%	-1%	-4%
COc1cc(C(=O)O)c2c(c1C)OC(=O)c1c(C)cc(O)c(C=O)c1O2	-2%	10%	-1%
COc1ccc(S(=O)(=O)Nc2ccc3c(c2)C(=O)N([C@H](C)CO)C[C@H](C)[C@@H](CN(C)C(=O)Nc2ccccc2)O3)cc1	0%	-12%	-3%
c1ccc(CCCNCCCn2cnc3c(OCc4ccccc4)ncnc32)cc1	1%	-4%	-5%
CN1C[C@@H]2[C@@H]3C(=O)N(Cc4ccccc4)C(=O)[C@@H]3[C@](C)(C1=O)N2C(=O)c1ccc(Cl)cc1	3%	-4%	-2%
CC(C)(C)OC(=O)N(CCc1ccccc1)Cc1ccc(OCc2cccc(NC(=O)C3CC3)c2)cc1	3%	1%	2%
O=C(Nc1ccc(Cl)cc1)c1nc[nH]c1C(=O)NCCN(CCNC(=O)c1[nH]cnc1C(=O)Nc1ccc(Cl)cc1)CCNC(=O)c1[nH]cnc1C(=O)Nc1ccc(Cl)cc1	1%	-1%	-1%
COc1ccc(CN2C(=O)C(C)Nc3ncnc(N4CCOCC4)c32)cc1 (stereo unspecified)	?	-12%	-6%
CCOC(=O)C[C@H]1c2ccc(C(F)(F)F)cc2S(=O)(=O)N1c1cccc(OC)c1	-13%&-11%	-14%	0%&0%
COC(=O)c1c(-c2ccc(N(C)C)cc2)sc2ccc(OC)cc12	-1%	3%	0%
C[C@H]1CN([C@@H](C)CO)C(=O)c2cc(NC(=O)C3CCCCC3)ccc2O[C@H]1CN(C)S(=O)(=O)c1ccccc1	-6%	-1%	1%
